PGC1a acetyl inh – lowers PGC1a acetylation signal in U2OS cells. inhibition, % at 15.6 µM. AID 651687. AlphaScreen anti-acetyl-lysine; with virally co-expressed GCN5 acetyltransferase. 350,000 tested, 0.17% active;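 active means every replicate shows inhibition of at least 40%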;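 further: 0% = neutral control wells and 100% = positive control wells; some results beyond the cut were filed as inactive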
Statin myotox sup – suppression of simvastatin myotoxicity; rescue of ATP level, % at 7.49 µM; 330,000 tested, 0.78% active; C2C12 myotubes + simvastatin, ATP luminescence, 48 h; scaled: DMSO 0, geranylgeraniol control 100;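 active means mean ATP rescue above about 67%, or every replicate alone reaching that limit, limit read from the data, passing the limit was not always enough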;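 further: myotubes were challenged with 10 µM simvastatin during compound exposure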
Cneo AK release – Cryptococcus neoformans lysis via adenylate kinase release | C. neoformans lysis, adenylate kinase release luminescence, 4 h; normalised: neutral wells 0, clomiphene wells 100 | lysis activity, % at 15 µM | 360,000 tested, 0.2% active | AID 651654;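 active means mean lysis activity across replicates of at least 80%, whatever share of replicates individually reach that level; inactive means mean lysis activity below 80%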
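Assay system: Cryptococcus neoformans yeast cells / Dosing: single-point compound dose / Timing: 4 h at 37 °C static, read 1 h later / Measured by: luminescence of released adenylate kinase using an AK detection reagent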
* = called active by the depositor. An excerpt, so the mix of outcomes need not match the whole.

SMILES	PGC1a acetyl inh	Statin myotox sup	Cneo AK release
CCOC(=O)C1CCN(C(=O)C(C)Sc2ccc(Cl)cc2)CC1 (centres undefined)	-3	8	-2
CC(CCc1ccccc1)NC(=O)c1ccco1 (centres undefined)	2	1	2
CC(C)(C)C(=O)NC1CCN(C(=O)N2CCCC2)CC1	7	0	-2
Cc1ccc(Nc2nc3nonc3nc2N(C)C)cc1	-3	88*	0
O=C(Nn1c(=O)[nH]c2ccccc2c1=O)c1ccco1	-5	-1	3
CC(C)CC(=O)Nc1ccccc1-c1nnn(CC(=O)N2CCc3ccccc3C2)n1	-17	-19	5
O=C(CC(CC(=O)c1ccccc1)C(=O)O)c1ccccc1	7	5	1
COC(=O)C1=C(C)N(Cc2ccccc2)C(=NCCc2c[nH]c3ccccc23)N[C@H]1c1cccc(C(F)(F)F)c1	-4	4	6
CCOc1cc(C)c(Cl)cc1S(=O)(=O)N1CCCC1	8	81*	-1
COc1cccc(/C=N/NC(=O)c2nnn(-c3nonc3N)c2C(C)C)c1OCc1ccc(F)cc1	-1	6	-4
COC(=O)NNC(=O)c1ccccc1C	3	17	10
O=C(OC(C(=O)NCC1CCCO1)c1ccc(F)cc1)c1cccs1 (centres undefined)	1	13	7
COc1cc2c(cc1OC)CN(c1ccc(-c3ccccc3OC)nn1)CC2	1	-48	2
CCOC(=O)C1=C(C)NC(C)=C(C(=O)OCC)C1C(=O)OCC(=O)N1CCc2ccccc21	7	-3	0
O=c1cc(-c2ccccc2F)oc2ccccc12	6	5	3
CCC(=O)Nc1cc2c(cc1C(=O)CC)OCCO2	-4	34	-1
COC(=O)c1[nH]c2c(c1C)C(=O)CCC2	8	-15	0
Cc1ccc2cc3cc(C(=O)N4CCCCC4C)oc3nc2c1 (centres undefined)	-6	-63	-6
CCOC(=O)Cn1c(=O)sc2ccccc21	0	-1	-3
CCOC(=O)CN(C(=O)CN1CCC(n2nnc3cc(C)ccc32)CC1)c1ccccc1	-12	-4	-1
Cc1nc2c(F)c(F)c(C(F)(F)F)c(F)c2[nH]1	-7	-12	-5
O=C(Nc1nsc(-c2ccccc2)n1)c1ccncc1	2	5	-1
N#CC(C(=O)NC1CC1)c1nc2ccccc2nc1N1CCCC1 (centres undefined)	-17	4	0
CCCCNC(=O)Nc1cnn(CC)c1C(N)=O	-6	0	-2
Cc1ccc(N2C(=O)C3ON(c4ccccc4)C(c4ccncc4)C3C2=O)cc1 (centres undefined)	4	2	2
Cc1ccccc1Nc1c(N)c(=O)oc2ccccc12	6	29	0
CCCN1Cc2cccc(C(=O)NCCCOC(C)C)c2C1=O	5	0	-2
c1csc(-c2cn3c(n2)SCC3)c1	-7	0	-2
Cc1cc(-c2ccccc2)[nH]c(=O)c1S(=O)(=O)c1ccccc1	2	-11	1
Cc1cc(Cl)c(S(=O)(=O)N2CCSCC2)cc1OCC(=O)NC1CCCCC1	-6	-10	1
O=C(Nc1ccc(Cl)cn1)c1ccc2ccccc2n1	-1	2	-2
CC(C)OC(=O)c1cccnc1SCC(=O)N(C)c1ccccc1	-3	-7	11
O=S(=O)(c1ccc(Cl)cc1)n1ccc2cccnc21	-5	36	-2
Cc1cc(=O)oc2ccc(OCC(=O)N(Cc3ccc(F)cc3)Cc3ccco3)cc12	1	4	-1
Cc1ccccc1N/C(SCc1ccc(Cl)cc1)=C(/C#N)C(=O)NCc1ccco1	-6	4	-1
COc1ccc(CNC(=O)CCSc2nc(-c3ccc4c(c3)OCO4)cc(C(F)(F)F)n2)cc1	-10	-12	0
O=C(CSc1nnc(NC(=O)C2CCC2)s1)Nc1ccc(N2CCOCC2)cc1	-1	0	0
CC1=C(C#N)C(NC(=O)C(C)(C)C)(C(F)(F)F)C(=O)N1 (centres undefined)	-1	1	0
COc1ccc2ccccc2c1CNCc1ccccn1	-2	88*	-1
CC(C)(C)c1ccc(-c2c(C#N)c(N)nc3c2CCCC3)s1	-2	5	4
Cc1ccccc1Nc1nc(N)nc(CSCc2c(C)noc2C)n1	40	-3	1
COc1cccc(C(=O)N(Cc2nc(-c3cccc(C)c3)no2)C(C)C)c1OC	5	12	3
CSc1nsc(SC)c1NC(=O)OC1CCCCC1	-7	2	-3
C=CCNC(=O)C1CCN(S(=O)(=O)CC)CC1	0	-2	3
Cc1ccc(NC(=O)c2cccc(OCc3c(C)noc3C)c2)c(C)c1	0	2	1
Cc1n[nH]c(=O)nc1NCCN(C)C	6	-11	1
Cn1c(=O)oc2cc(S(=O)(=O)N3CCC4(CC3)OCCO4)ccc21	7	6	2
CCN(CC(=O)NC1CCS(=O)(=O)C1)c1nc(-c2ccccc2)nc2ccccc12 (centres undefined)	-2	3	-1
COc1cccc2sc(Nc3nc(-c4ccccn4)cs3)nc12	-60	11	-4
CCC1CCCCN1Cc1ccc(OC)c(C)c1 (centres undefined)	-4	9	-1
CC1(C(=O)NC2CCCCCCC2)CCC(=O)N1CCN1CCOCC1 (centres undefined)	-3	2	0
Cc1ccc(-c2nc(CS(=O)CC(=O)NCCN(CC(C)C)CC(C)C)c(C)o2)cc1 (centres undefined)	0	-2	4
O=C(O)CC(c1ccc(F)cc1F)N1Cc2ccccc2C1=O (centres undefined)	8	6	-2
COc1ccc(NC(=O)O/N=C2/CCCc3ccc(OC)cc32)cc1	8	-6	-1
COC(=O)CNC(=O)CN1c2cccc3cccc(c23)S1(=O)=O	20	0	-3
O=C1/C(=C/N(C(=O)c2ccco2)c2ccc(Br)cc2)Sc2ccccc21	12	15	-9
COC(=O)c1ccccc1NC(=O)NCc1ccc2c(c1)OCO2	2	15	-2
Cn1c(SCC(=O)N2CCN(c3ccccc3)CC2)nnc1-c1ccco1	2	-15	1
CN(C(=O)c1ccno1)c1nnc(-c2ccccn2)s1	4	3	2
O=C(NCCO)NC(=S)c1ccccc1	3	8	0

Arranged by length of the SMILES (rising): 16 of the compounds above
SMILES	PGC1a acetyl inh	Statin myotox sup	Cneo AK release
O=C(NCCO)NC(=S)c1ccccc1	3	8	0
Cc1n[nH]c(=O)nc1NCCN(C)C	6	-11	1
CCC1CCCCN1Cc1ccc(OC)c(C)c1 (centres undefined)	-4	9	-1
CSc1nsc(SC)c1NC(=O)OC1CCCCC1	-7	2	-3
C=CCNC(=O)C1CCN(S(=O)(=O)CC)CC1	0	-2	3
COc1cccc2sc(Nc3nc(-c4ccccn4)cs3)nc12	-60	11	-4
O=C(O)CC(c1ccc(F)cc1F)N1Cc2ccccc2C1=O (centres undefined)	8	6	-2
COC(=O)c1ccccc1NC(=O)NCc1ccc2c(c1)OCO2	2	15	-2
CC1(C(=O)NC2CCCCCCC2)CCC(=O)N1CCN1CCOCC1 (centres undefined)	-3	2	0
COc1ccc(NC(=O)O/N=C2/CCCc3ccc(OC)cc32)cc1	8	-6	-1
Cn1c(SCC(=O)N2CCN(c3ccccc3)CC2)nnc1-c1ccco1	2	-15	1
Cn1c(=O)oc2cc(S(=O)(=O)N3CCC4(CC3)OCCO4)ccc21	7	6	2
O=C1/C(=C/N(C(=O)c2ccco2)c2ccc(Br)cc2)Sc2ccccc21	12	15	-9
COc1cccc(C(=O)N(Cc2nc(-c3cccc(C)c3)no2)C(C)C)c1OC	5	12	3
CCN(CC(=O)NC1CCS(=O)(=O)C1)c1nc(-c2ccccc2)nc2ccccc12 (centres undefined)	-2	3	-1
Cc1ccc(-c2nc(CS(=O)CC(=O)NCCN(CC(C)C)CC(C)C)c(C)o2)cc1 (centres undefined)	0	-2	4

More records
SMILES	PGC1a acetyl inh	Statin myotox sup	Cneo AK release
Cc1csc2nc(CNC(=O)c3ccco3)cn12	2	7	-3
COc1ccc(-c2cnc(OC(C)(C)C)nc2OC(C)(C)C)cc1OC	1	-24	0
COc1cc2c(cc1OC)C1=C(C#N)CCC(=NC(=O)c3ccc(Cl)cc3)N1CC2	7	-6	0
CCOC(=O)c1nnc(-c2ccccc2)nc1NC	-5	2	3
O=C(COC(=O)c1cncc(Br)c1)NCCC1=CCCCC1	10	-3	2
Nc1nnc(-c2cc3ccccc3oc2=O)s1	3	1	2
Cn1c(=O)[nH]c(=O)c2c1nc(N1CCNCC1)n2CCOc1ccccc1	1	-10	0
CCOc1cccc(C(=O)Nc2cccc(-c3nc4ncccc4o3)c2C)c1	-7	-6	-4
CC(=O)Nc1ccc(C(=O)CS(=O)(=O)c2ccc(C)cc2)cc1	2	-25	-4
O=C1OC(C(=O)Nc2nccs2)Cc2ccccc21 (centres undefined)	-12	-4	0
Cc1nn(Cc2ccccc2)c(Cl)c1C(=O)OCc1nnc(-c2ccc(Cl)cc2)o1	1	4	0
COc1ccc(C(=O)N/N=C/c2cccc3cccnc23)cc1	1	-2	0
COc1ccc(NC(=O)Cn2nnc(C(=O)NCc3ccccc3)c2N)cc1Cl	5	-47	3
COC(=O)c1ccc(NC(=O)c2ccc(NS(=O)(=O)c3cccc4cccnc34)cc2)cc1	-2	-4	0
O=C(NC1CCCC1)C(c1cccs1)N(Cc1ccco1)C(=O)c1csnn1 (centres undefined)	-3	5	-1
Cc1nn(C(C)c2n[nH]c(=S)n2-c2cccc(Cl)c2)c(C)c1[N+](=O)[O-] (centres undefined)	-4	-3	3
Cc1cccc(Nc2nc(N)nc(CN3CCN(c4ccc(F)cc4)CC3)n2)c1	2	2	0
COc1ccc(/C=C/C(=O)c2nc3ccccc3n2CC(=O)c2ccc(OC)cc2)cc1	3	5	-2
Cc1cc2nnc(SCC(=O)N3CCN(c4ccccc4)CC3)n2c(N)n1	7	-3	1
Cn1nnnc1SCCNCc1ccncc1	6	-12	-3
N#Cc1ccc(COC(=O)c2ccc3c(=O)[nH]c(CN4CCOCC4)nc3c2)cc1	-4	3	5
CCCC1(C(=O)OC)NC(c2ccco2)C2C(=O)N(c3ccc(C)cc3)C(=O)C21 (centres undefined)	-7	-12	-2
CCOC(=O)c1ccc(Nc2nc(-c3cccnc3)nc3ccccc23)cc1	16	-17	9
O=C(Cn1cnc2c(nnn2Cc2ccc(F)cc2)c1=O)NCC1CCCO1 (centres undefined)	3	4	13
COc1ccc(C(=O)NNC(=O)Cc2ccc(-c3ccccc3)cc2)cc1OC	36	-13	0
Cc1cccc(-n2c(C)n[nH]c2=S)c1C	15	13	0
O=C(Nc1ccc2c(c1)OCCO2)c1ccc(CN2CCOCC2)cc1	-2	-31	-9
COc1c2c(nc3occc13)C(CC=C(C)C)(OC)C(OC(C)=O)CC2 (centres undefined)	-39	8	-3
Cc1onc(-c2ccccc2)c1C(=O)NC(CC(=O)O)c1ccc(OC(C)C)cc1 (centres undefined)	1	10	1
COc1ccccc1NC(=O)CC1Nc2ccccc2NC1=O (centres undefined)	0	8	1
Cn1c(=O)c2cc(S(=O)(=O)NCCC(=O)Nc3ccccc3F)ccc2n(C)c1=O	0	-4	2
COc1cccc(-n2c(C)nc3c(cnn3-c3ccc(C)cc3)c2=O)c1	10	6	4
CCn1c(=O)c2c(nc3n2CCS3)n(C)c1=O	-18	-2	1
Cc1cc(=O)[nH]c(SCn2nnc3ccccc3c2=O)n1	4	5	0
Cc1cc(C(=O)N2CCc3ccccc32)c2ccccc2n1	13	1	-1
O=C(N/N=C/C=C/c1ccccc1)C1CC1c1ccccc1 (centres undefined)	-19	-15	11
Cc1ccc(C(=O)Nc2ccc3c(c2)OCO3)cc1	7	-3	-29
CCOc1cc(CN2CCOCC2)cc(C(C)=O)c1	3	-9	1
COCCN1Cc2cccc(C(=O)Nc3c(C)cc(C)cc3C)c2C1=O	-9	-11	0
CCS(=O)(=O)N1CCN(C(=O)CCC2CCCC2)CC1	-2	-13	-2
C/C(Cn1cnc([N+](=O)[O-])n1)=N\NC(=O)c1ccc(F)cc1	2	-5	-1
CN(CC(=O)O)S(=O)(=O)c1ccc(F)cc1	5	7	2
Cn1cc(CC(=O)N2CCN(c3ccc(Cl)cc3)CC2)c2ccccc21	-3	30	0
CCC(=O)n1nc(-c2ccc(Cl)cc2)nc1SC	-1	-9	-1
CCOC(=O)C1=C(C)Nc2nc3ccccc3n2C1c1ccncc1 (centres undefined)	31	-5	1
CC(C)OC(=O)CN1C(=O)C(C)(C)Oc2ccc(C(=O)NC3CC3)cc21	-10	-7	1
NS(=O)(=O)c1ccc(NS(=O)(=O)/C=C/c2ccccc2)cc1	-9	-19	1
COc1cc2c(cc1OC)CN(C(C)C(=O)N1CCc3ccccc31)CC2 (centres undefined)	1	-14	5
Cc1ccc(-n2nc3c(=O)n(C(C)C(=O)NCCc4cccs4)nc(C)c3c2C)cc1 (centres undefined)	1	-13	10
COC(=O)c1ccc(CSc2nc(-c3ccco3)cc(C(F)(F)F)n2)o1	-10	16	-1
[O-]/[N+](=C\c1ccccc1)[C@@H]1CCCC[C@@H]1/[N+]([O-])=C/c1ccccc1	1	12	4
COc1ccc(C(C)=O)cc1CSc1nnc(C)s1	9	2	2
COC(=O)C1=C(C)NC(=O)/C1=C\c1cc(C)n(-c2c(C)cccc2C)c1C	-3	-7	-1
COc1ccccc1NC(=O)Nn1cnnc1	-5	-7	-1
COc1ccc(/C=N/NC(=O)CC(=O)NCCc2ccccc2)cc1OC	10	2	-10
O=C(CN1C(=O)C2CC=CCC2C1=O)NC1CCCc2ccccc21 (centres undefined)	-1	-1	-1
Cc1cc(C(F)F)nn1CC(=O)N1CCSCC1	0	1	-11
COC(=O)c1ccc(Oc2c(C(F)(F)F)oc3c(CN4CCN(C)CC4)c(O)ccc3c2=O)cc1	4	0	2
Nn1c(N2CCCCC2)nc2ccccc21	-4	-2	0

Screens: PubChem, Broad Institute
